mIAP act = increases mouse intestinal alkaline phosphatase activity. 0.24% of 330,000 active. activation factor at 10 µM. muIAP, CDP-Star luminescence, 30 min; active compounds read high; 1 = vehicle-only enzyme signal, 0 = enzyme-free wells. AID 2805;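 active = activation factor of at least 2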; note: the source names both 10 and 20 µM as test concentration; values of inactives mirror those of a sister screen read the other way
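Assay system: mouse IAP enzyme; Reagent: CDP-Star chemiluminescent phosphatase substrate; Compound: DMSO-dissolved test compounds; Incubation: 30 min, room temperature; Technique: luminescence from enzymatic CDP-Star hydrolysis; Controls: DMSO-only wells and no-enzyme negative control.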
MPTP block = inhibitors of mitochondrial permeability transition pore; isolated mouse mitochondria, Ca2+ swelling absorbance, 30 min; inhibition, % at 10 µM; 1.4% of 360,000 active;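 active = inhibition of 50% or more, scaled per plate between neutral and stimulator controls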;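 note: 0% = DMSO wells given calcium and 100% = 1 mM EGTA wells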
GRIN3A LBD mod = NR3A (human) ligand-binding domain modulation; NR3A LBD differential scanning fluorimetry, Tm shift; 0% = protein alone, 100% = glycine-bound protein; Tm shift relative to glycine control, % at 25 µM; 2.5% of 340,000 active;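 active = melting temperature shift of at least 10% of the positive control shift, at one fixed dose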
A3G deaminase = APOBEC3G (human) deaminase inhibition; Q9HC16; inhibition, % at 20 µM; recombinant A3G, ssDNA deamination FAM/TAMRA fluorescence; 0.28% of 330,000 active;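 active = inhibition of at least 40% at 20 µM, with no more than 30% in the related APOBEC3A deaminase screen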;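 note: plate controls were DMSO wells with A3G for no effect and wells lacking A3G enzyme for full effect; some compounds called inactive have numbers as strong as hits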
MIN6 prolif = induces beta-cell replication in MIN6 cells. MIN6 cells proliferation, ATPlite luminescence, 48 h; cells starved in 0.2% serum; 100% = growth in 10% serum. proliferation, % at 10 µM. 0.29% of 330,000 active;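 active = compounds whose signal lies at least 3.5 SD above the mean of all wells on their plate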;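 note: 0% = DMSO-treated cells in low-serum medium and 100% = 10% serum control; some compounds called inactive have numbers as strong as hits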
hIAP act = human IAP activation. AID 2524. P09923. activation factor at 10 µM. purified human IAP, CDP-Star luminescence, 30 min; active compounds read high; 1 = vehicle-only enzyme, 0 = enzyme-free background. 0.16% of 330,000 active;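 active = activation factor of the enzyme at least 2-fold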; note: the source names both 10 and 20 µM as test concentration; values of inactives mirror those of a sister screen read the other way
Target sequence (P09923 whole entry, looked up): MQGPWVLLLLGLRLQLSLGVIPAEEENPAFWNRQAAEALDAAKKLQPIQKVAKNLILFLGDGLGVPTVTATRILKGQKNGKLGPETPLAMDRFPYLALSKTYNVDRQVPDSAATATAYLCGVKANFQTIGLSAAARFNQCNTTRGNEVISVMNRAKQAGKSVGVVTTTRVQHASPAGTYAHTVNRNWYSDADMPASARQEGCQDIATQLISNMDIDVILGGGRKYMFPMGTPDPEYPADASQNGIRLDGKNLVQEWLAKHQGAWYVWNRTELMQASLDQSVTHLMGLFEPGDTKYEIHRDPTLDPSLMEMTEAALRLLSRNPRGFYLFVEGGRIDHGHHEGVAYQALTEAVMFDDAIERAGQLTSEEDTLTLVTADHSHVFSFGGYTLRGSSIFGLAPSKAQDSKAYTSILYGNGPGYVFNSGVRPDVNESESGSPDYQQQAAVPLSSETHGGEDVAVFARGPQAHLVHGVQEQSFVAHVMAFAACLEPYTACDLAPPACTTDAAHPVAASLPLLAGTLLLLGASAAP
mIAP block = mouse IAP inhibition. inhibition, % at 10 µM. AID 2806. 0.2% of 330,000 active. purified mouse IAP, CDP-Star luminescence, 30 min;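 active = inhibition of at least 40% at 10 µM in the primary screen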;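 note: plate controls were DMSO with enzyme for no effect and no enzyme wells for full effect; values of inactives mirror those of a sister screen read the other way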
hIAP inh = blocks human intestinal alkaline phosphatase. P09923. purified IAP, CDP-Star luminescence, 30 min. inhibition, % at 10 µM. 0.12% of 330,000 active;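 active = inhibition reaching a set limit with compound at 10 µM in the primary screen, cut at about 35% in these data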;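 note: plate controls were DMSO wells with enzyme for no effect and no-enzyme buffer wells for full effect; values of inactives mirror those of a sister screen read the other way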
APOBEC3A inh = human APOBEC3A DNA deaminase inhibition. recombinant A3A, FAM/TAMRA ssDNA deamination fluorescence. inhibition, % at 20 µM. P31941. 0.41% of 330,000 active;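 active = at least 40% inhibition at 20 µM here, with at most 30% in a related deaminase screen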;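 note: plate controls were A3A with DMSO for no effect and wells lacking A3A enzyme for full effect; some results filed as inactive read as strong as hits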
Target sequence (P31941 whole entry, looked up): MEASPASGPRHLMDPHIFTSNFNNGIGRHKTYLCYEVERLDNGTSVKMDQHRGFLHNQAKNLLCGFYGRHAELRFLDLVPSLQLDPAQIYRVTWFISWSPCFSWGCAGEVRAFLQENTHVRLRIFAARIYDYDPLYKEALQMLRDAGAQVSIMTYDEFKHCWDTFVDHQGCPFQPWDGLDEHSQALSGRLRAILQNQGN
The depositor's hits bear a star. Outcome played no part in choosing rows; 5% or so of the library scored in one or more.

nr	molecule	mIAP act	MPTP block	GRIN3A LBD mod	A3G deaminase	MIN6 prolif
1	Cc1nnc(SC(C(=O)c2ccccc2)c2ccccc2)[nH]c1=O (stereo not given)	1.1	1.4	-2	-2	0
2	CSc1ccc(S(=O)(=O)N2CCC(C(=O)Nc3ccccc3C(F)(F)F)CC2)cc1	1.1	0.4	-3	-10	-1
3	CCOc1ccc(-n2c(SCC(=O)Nc3nccs3)nnc2-c2ccoc2C)cc1	0.93	2.1	-2	-8	-2
4	O=c1[nH]n(-c2ccc(Cl)cc2)c(=O)c(Cl)c1Cl	1	0.5	-1	-1	-2
5	O=C(CN1CCOCC1)Nc1scc2c1c(=O)oc1ccccc12	0.95	3.3	1	-5	0
6	O=C(Cc1ccc(Br)cc1)N1CCOCC1	1.1	-1.6	1	-5	-2
7	CN(C)c1ccc(/C=N/Nc2cc(N3CCOCC3)nc(N3CCOCC3)n2)cc1	0.89	0.9	-8	-3	2
8	CC1CC(C)CN(C(=O)CSc2nc3ccsc3c(=O)n2Cc2ccccn2)C1 (stereo not given)	0.92	-1.7	-2	-5	-1
9	O=C(COc1ccc(Cl)cc1)NNC(=O)C(=O)N1CCCCC1	0.79	-0.9	2	0	-3
10	CC1(C)CCN(Cc2ccccc2)C1CC#N (stereo not given)	1	-0.1	2	-3	-2
11	Nc1nc(N)c(Cc2ccc(Cl)cc2Cl)c(N)n1	1	2.2	-1	-7	1
12	Cc1ccc2c(CN3CC(C)CC(C)C3)cc(=O)oc2c1C (stereo not given)	0.96	-1.0	1	-4	-1
13	Cc1ccc(Nc2cccc(C(F)(F)F)c2)nn1	1	3.1	-2	13	-2
14	CC(NC(=O)c1cc2ccccc2oc1=O)c1ccc(O)cc1 (stereo not given)	1	-0.9	-1	-1	7
15	CCOc1ccc(CCNC(=O)C(C)n2nc(C)n3c(cc4occc43)c2=O)cc1OCC (stereo not given)	0.92	-1.2	1	-4	6

nr	hIAP act	mIAP block	hIAP inh	APOBEC3A inh
1	0.98	-9	2	1
2	1	-10	-3	-5
3	0.99	7	1	-2
4	1.1	-2	-8	1
5	1.1	5	-8	0
6	0.73	-9	27	2
7	1.1	11	-8	0
8	1.2	8	-23	-6
9	0.87	21	13	1
10	1	-2	-2	-2
11	1.2	-3	-18	-3
12	1.1	4	-6	1
13	1.1	-2	-10	2
14	0.86	0	14	0
15	1	8	-2	-2

(listing goes on)
nr	molecule	mIAP act	MPTP block	GRIN3A LBD mod	A3G deaminase	MIN6 prolif
16	Cc1ccnc(NC(=O)CCC(=O)N(CC(=O)NC2CCCCC2)Cc2cccs2)c1	1	1.1	0	-4	0
17	COc1cc2c(cc1OC)CN(C(=O)/C=C/c1ccc(F)cc1)CC2	0.93	0.6	-2	-12	-1
18	COc1ccccc1OCC(=O)O/N=C(\N)c1ccccn1	0.91	1.6	1	-3	-1
19	CCOC(=O)C1=C(c2ccccc2)N=c2s/c(=C\c3cc(OC)c(OC)c(OC)c3)c(=O)n2C1c1cccs1 (stereo not given)	0.86	1.5	-1	0	-2
20	COC(=O)CNC(=O)CN1C(=O)N(c2ccccc2)C(N(O)C(=O)Nc2ccccc2)C1(C)C (stereo not given)	0.96	1.9	0	-5	1
21	CCN(CC(=O)Nc1c(F)cccc1F)C(=O)CCNC(=O)c1ccco1	0.99	-3.5	-1	-12	-1
22	NNC(=O)c1cccc(COc2ccc(Br)cc2)c1	0.95	-1.7	-3	-5	-3
23	COc1ccc(C(=O)N2CCC(=O)N(C(CO)Cc3ccccc3)CC2)cc1 (stereo not given)	1	-0.3	3	14	0
24	CCCCN(C)C(=O)C1CCN(Cc2cccc(OCc3ccccc3)c2)CC1	1	3.6	2	-1	-5
25	COC(=O)c1sccc1NC(=O)/C=C/C(=O)O	1	0.2	3	2	-2
26	COc1ccc(-c2nc(-c3cccc([N+](=O)[O-])c3O)cc(=O)o2)cc1OC	0.97	-0.4	-2	5	0
27	CN(C)S(=O)(=O)c1ccc(C(=O)Nc2ccc(CN3CCCC3)cc2)cc1	0.92	-6.0	0	19	-5
28	CCOC(=O)C(/C=C(\C#N)C(=O)OCC)=C(/N)N1CCN(c2ccc(OC)cc2)CC1	0.95	2.1	-2	1	1
29	CCOc1ccccc1NC(=O)COC(=O)C1CC1	1	-0.6	0	-8	0
30	C=CCn1c(SCC(=O)Nc2ccccc2C)nc2sc(C)c(C)c2c1=O	1	1.0	-6	-6	-2

nr	hIAP act	mIAP block	hIAP inh	APOBEC3A inh
16	1	-4	-4	0
17	0.89	7	11	-3
18	1.3	9	-26	-1
19	1.2	14	-15	2
20	0.78	4	22	-3
21	0.92	1	8	-5
22	0.87	5	13	2
23	0.97	-2	3	3
24	1.1	-4	-10	-5
25	1	-3	-4	1
26	1.1	3	-10	3
27	1.1	8	-5	-3
28	1.2	5	-21	-2
29	1	-3	0	2
30	1	-5	0	-3

(cont.)
nr	molecule	mIAP act	MPTP block	GRIN3A LBD mod	A3G deaminase	MIN6 prolif
31	Oc1cccc(/C=N/N2CCN(c3ccccn3)CC2)c1	0.91	0.0	-50	-6	-4
32	CN(C)S(=O)(=O)n1cc(/C=C(\NC(=O)c2ccccc2F)C(=O)N2CCCC2)c2ccccc21	1.1	1.1	-1	10	1
33	COC(=O)c1sc(NC(=O)c2ccc(Cn3cc(Cl)cn3)o2)c(C#N)c1C	0.85	5.2	2	6	-3
34	O=C(COC(=O)CCCN1C(=O)c2cccc3cccc(c23)C1=O)Nc1cccc(C(F)(F)F)c1	0.87	-0.3	6	56*	0
35	CCc1cccc2c(C(=O)CSc3nnc(-c4ccncc4)n3C)c[nH]c12	0.93	0.3	0	-11	-1
36	CC(C)Nc1ccccc1	1	-0.4	-1	-11	1
37	O=C1CC2(CCCCC2)Oc2ccc(OCC(=O)N3CCOCC3)cc21	0.91	-1.0	1	-6	-2
38	COc1ccc2c(c1)CCc1c(C(=O)NCc3ccc(Cl)cc3)noc1-2	0.89	2.7	-2	-4	2
39	COc1cc(CC(=O)Nc2nc(-c3ccc(F)c(F)c3)cs2)cc(OC)c1OC	1.6	105*	-3	-8	-4
40	CC1CN(S(=O)(=O)c2ccc(NC(=O)CCN3C(=O)c4ccccc4C3=O)cc2)CC(C)O1 (stereo not given)	1	2.7	0	5	-1
41	CCC(=O)Nc1nnc(-c2ccco2)o1	1.1	-1.0	-1	-8	-4
42	CCCSc1nc(C)c2cc(C)cc(C)c2n1	0.87	-0.3	1	-2	-1
43	O=C(CSc1nc2ccccc2c(=O)n1CCCN1CCOCC1)Nc1ccc2c(c1)OCO2	0.94	1.4	0	-10	-1
44	CC(=O)Nc1cc(C(=O)O)ccc1S(=O)(=O)c1ccc(C)cc1	1	-1.5	-1	-8	4
45	CCOc1ccc(S(=O)(=O)NCc2ccccc2Cl)cc1C(N)=O	0.97	-0.7	-1	-4	-1

nr	hIAP act	mIAP block	hIAP inh	APOBEC3A inh
31	0.97	10	3	0
32	0.71	-9	29	-2
33	1.1	15	-9	5
34	0.83	13	17	0
35	0.92	7	8	-7
36	0.95	-4	5	-3
37	0.86	9	14	1
38	0.84	11	16	-1
39	1.1	-60	-11	-1
40	0.87	-2	13	8
41	1	-10	0	-2
42	0.91	13	9	-4
43	1.1	6	-15	0
44	0.91	-2	9	3
45	1	3	-2	3

New compounds follow:
nr	molecule	mIAP act	MPTP block	GRIN3A LBD mod	A3G deaminase	MIN6 prolif
46	CC[n+]1c(C)n(-c2ccccc2)c2ccc(NC(C)=O)cc21	1	-0.9	0	20	-6
47	CC(C)(C)[C@@H]1CCC(=O)N(CC[C@H](N=[N+]=[N-])c2ccccc2)CC1	1.1	0.0	0	-1	-6
48	Cc1nnc(C)c2c(C)n(-c3ccccc3)c(C)c12	0.94	-0.3	-1	-9	-7
49	CN1CCC(N(C)CC(=O)Nc2ccccc2N2CCOCC2)CC1	1	-1.6	0	0	-3
50	Cc1c2c(nc3c(C(=O)NC4CCCC4)cnn13)CCCC2	0.96	-3.7	-2	-1	0
51	CC(=C1C(=O)c2ccccc2C1=O)N1CCC(C(N)=O)(N2CCCCC2)CC1	0.97	0.6	0	-6	0
52	CC(C)NC(=O)CC(=O)N/N=C/c1ccc(Br)cc1	1	0.9	0	3	-2
53	COc1cc2cc(CCOC(=O)c3ccc(F)cc3)oc(=O)c2cc1OC	0.99	-0.7	5	-8	2
54	C/C(Cl)=C\Cn1c(Nc2cccc(C)c2)nc2c1c(=O)n(C)c(=O)n2C	1.2	2.7	18*	-9	-1
55	CN(Cc1ccco1)S(=O)(=O)c1ccc(CN2C(=O)c3cccnc3C2=O)s1	0.98	1.6	-3	-6	0
56	COc1ccccc1N1CCN(C2=NS(=O)(=O)c3ccccc32)CC1	1.1	-1.4	1	-4	-2
57	CCOc1ccc(C2CC(c3ccccc3C)n3nc(N)nc3N2)cc1 (stereo not given)	0.92	0.8	-2	1	-1
58	c1ccc(-c2cn3nc(-c4ccccc4)sc3n2)cc1	0.96	3.2	-1	-5	-7
59	O=C1C(=C2SCCCS2)CC/C1=C\c1ccc(F)cc1	0.94	-1.1	-2	1	-7
60	O=c1[nH]c(/C=C\c2ccccc2F)nc(O)c1[N+](=O)[O-]	1	0.0	-1	-5	-2

nr	hIAP act	mIAP block	hIAP inh	APOBEC3A inh
46	1.2	-1	-17	60*
47	0.9	-14	10	-5
48	0.99	6	1	-6
49	0.86	0	14	-1
50	0.86	4	14	4
51	0.95	3	5	-2
52	0.91	-3	9	1
53	0.95	1	5	-3
54	1	-19	-3	-5
55	0.88	2	12	-4
56	1.3	-9	-30	-7
57	0.95	8	5	-2
58	0.83	4	16	3
59	0.94	6	6	-2
60	0.9	-4	10	-4

Other entries
nr	molecule	mIAP act	MPTP block	GRIN3A LBD mod	A3G deaminase	MIN6 prolif
61	CCOC(=O)NC(=S)Nc1ccc(C(C)(C)C)cc1Br	0.95	-2.4	18*	1	-4
62	c1ccc(Sc2ncnc3ccccc23)cc1	0.95	-0.2	-2	-12	4
63	COC(=O)c1ccccc1NC(=O)C1CCCN(S(=O)(=O)c2ccc(F)cc2)C1 (stereo not given)	1	0.8	4	1	0
64	COc1cccc(NC2c3ccccc3C(=O)N2Cc2ccco2)c1 (stereo not given)	1	1.4	-1	-5	-2

nr	hIAP act	mIAP block	hIAP inh	APOBEC3A inh
61	1	5	0	2
62	1	5	-3	-3
63	1.1	-1	-11	4
64	0.89	-4	11	-3

High-throughput results (PubChem)
